Screening results as filed in PubChem.
CYP2C9 act: human CYP2C9 activators, primary screen, biochemical, luminescence; recombinant CYP2C9, luciferin-H conversion; hits give high values; factor 1 = untreated enzyme, 0 = blocked; Cytochrome P450 2C9 (Homo sapiens), P11712; activation factor at 5 µM; hit rate 1.4% among 96,000;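 active means activation factor of 2 or more for CYP2C9 at a 5 µM dose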;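 further: 0 = sulfaphenazole-blocked wells and 1 = vehicle-only wells; values of inactives mirror those of a sister screen read the other way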
PTPN22 inh 2: PTPN22 phosphatase inhibitors, primary screen, biochemical, DiFMUP fluorescence, 2 µM; recombinant LYP catalytic domain; inhibition, % at 2 µM; hit rate 0.21% among 96,000; AID 640, 2007;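 active means inhibition at 2 µM at or above a set limit, the screen mean plus 3 SD, cut at about 24% in these data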;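 further: 0% = DMSO with enzyme and 100% = enzyme fully blocked by orthovanadate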
PLK1 kinase inh: human PLK1 kinase inhibitors, primary screen, biochemical, TR-FRET. Serine/threonine-protein kinase PLK1 (Homo sapiens), P53350. recombinant PLK1 kinase, TR-FRET peptide phosphorylation. inhibition, % at 10 µM. hit rate 0.53% among 97,000;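 active means inhibition of 50% or more in the single-concentration screen; inactive means inhibition below 50%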;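 further: 0% = DMSO max control and 100% = H-89 dihydrochloride min control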
EphB4 antag: EphB4-ephrin-B2 interaction antagonists, primary screen, biochemical, TNYL-RAW peptide probe, fluorescence polarization; Ephrin type-B receptor 4 (Homo sapiens), P54760; EphB4 LBD / TNYL-RAW-Alexa532 peptide; inhibition, % at 7 µM; hit rate 0.15% among 97,000; AID 720, 2007;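 active means inhibition above the screen-wide mean inhibition plus 3 SD, cut at about 15% in these data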;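 further: 0% = DMSO wells and 100% = excess unlabeled TNYL-RAW peptide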
Target sequence (P54760 whole entry, looked up, the tested form may be a part): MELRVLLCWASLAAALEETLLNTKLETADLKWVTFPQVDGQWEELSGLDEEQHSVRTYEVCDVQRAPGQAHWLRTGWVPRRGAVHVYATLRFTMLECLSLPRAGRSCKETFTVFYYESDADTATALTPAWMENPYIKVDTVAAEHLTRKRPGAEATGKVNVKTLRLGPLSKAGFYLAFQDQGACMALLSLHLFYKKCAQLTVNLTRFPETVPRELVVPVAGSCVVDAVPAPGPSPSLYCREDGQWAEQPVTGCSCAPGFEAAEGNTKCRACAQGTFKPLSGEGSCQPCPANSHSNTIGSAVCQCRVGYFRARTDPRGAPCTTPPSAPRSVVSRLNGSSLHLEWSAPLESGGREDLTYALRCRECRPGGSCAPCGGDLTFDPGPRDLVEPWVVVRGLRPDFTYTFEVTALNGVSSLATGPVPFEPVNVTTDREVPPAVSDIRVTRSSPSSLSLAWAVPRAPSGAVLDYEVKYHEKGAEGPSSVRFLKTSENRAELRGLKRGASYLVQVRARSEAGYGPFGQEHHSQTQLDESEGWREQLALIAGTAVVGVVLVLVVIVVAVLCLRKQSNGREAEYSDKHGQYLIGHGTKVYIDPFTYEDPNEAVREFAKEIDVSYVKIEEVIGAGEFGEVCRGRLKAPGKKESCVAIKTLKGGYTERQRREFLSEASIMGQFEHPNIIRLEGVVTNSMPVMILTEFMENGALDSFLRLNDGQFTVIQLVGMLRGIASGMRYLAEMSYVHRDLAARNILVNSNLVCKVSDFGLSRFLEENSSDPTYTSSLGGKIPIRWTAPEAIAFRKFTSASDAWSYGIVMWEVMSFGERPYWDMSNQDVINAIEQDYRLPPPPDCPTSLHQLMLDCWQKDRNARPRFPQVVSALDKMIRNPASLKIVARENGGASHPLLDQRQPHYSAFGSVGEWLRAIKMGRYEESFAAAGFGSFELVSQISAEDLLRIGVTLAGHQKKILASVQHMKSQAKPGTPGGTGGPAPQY
HIV Rev-RRE inh: HIV-1 Rev-RRE binding inhibitors, primary screen, biochemical, FRET, protein-RNA interaction | P05866 | Rev peptide-RRE RNA binding | inhibition, % at 8 µM | hit rate 0.79% among 97,000;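 active means inhibition above the screen-wide mean plus 3 SD, cut at about 35% in these data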;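 further: 0% = median DMSO wells and 100% = median Neomycin B control wells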
Target sequence (P05866 whole entry, looked up): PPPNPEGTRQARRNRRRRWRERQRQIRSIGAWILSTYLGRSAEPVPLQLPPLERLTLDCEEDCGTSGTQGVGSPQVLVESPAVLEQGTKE
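Assay system: Rev peptide and RRE RNA, both fluorescently labelled; times: 5 min preincubation and 15 min binding, 25 °C; detection: FRET, ex 480 nm, em 540 and 671 nm; read-out basis: % inhibition from 671/540 nm acceptor-to-donor ratio, scaled between controls; benchmarks: DMSO low control, neomycin B high control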
LYP act: LYP phosphatase activators, primary screen, biochemical, DiFMUP fluorescence, 2 µM | Tyrosine-protein phosphatase non-receptor type 22 (Homo sapiens), Q9Y2R2 | recombinant LYP; 0 = plate median, 100 = signal doubled | activation, % at 2 µM | hit rate 0.11% among 96,000 | AID 697, 2007;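 active means activation at 2 µM above a set limit, the mean plus 5 SD, cut at about 37% in these data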
Calb biofilm kill: clotrimazole potentiators killing Candida biofilms, primary screen, with clotrimazole, Alamar Blue; C. albicans biofilm + clotrimazole; inhibition, % at 6 µM; hit rate 0.14% among 85,000;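 active means inhibition above 20%; inactive means inhibition below 20%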;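 further: preformed 24 hr biofilms exposed to compound for 48 hr; 0% = biofilm without compound and 100% = blank killed by clotrimazole plus chlorhexidine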
CYP2C9 inhib: blockers of cytochrome P450 2C9 activity – biochemical, luminescence, ADME assay, primary screen. hit rate 20% among 96,000. inhibition, % at 5 µM. P11712. CYP2C9 Supersomes, luciferin-H conversion;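 active means blocking of liver enzyme CYP2C9 beyond about 50% at 5 µM, limit read from the data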; further: values of inactives mirror those of a sister screen read the other way
PLK1 PBD inh: Plk1 polo box domain binding inhibitors, primary screen, biochemical, fluorescence polarization; inhibition, %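 (tested at about 20 µM)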; Serine/threonine-protein kinase PLK1 (Homo sapiens), P53350; Plk1 PBD phosphopeptide binding; AID 693, 2007; hit rate 0.13% among 97,000; in the data active means inhibition above about 34%, passing the limit was not always enough
Active calls of the source: *; . = no result given.

1	COC(=O)c1cccc(NC(=S)NCc2ccc(Cl)cc2)c1
2	CCOC(=O)c1ccc(Oc2nc(NC)nc(OC)n2)cc1
3	Cc1cccc(-n2c(CCN3C(=O)c4ccccc4C3=O)nc3ccccc3c2=O)n1
4	CC1CN=C(NC2CCCCC2C)S1 (stereo not drawn)
5	CN1CCN(C(=O)c2cccc(S(=O)(=O)N3CCCCC3)c2)CC1
6	Cc1cc(C(=O)Nc2ccon2)cs1
7	O=C1C(C=NCCCN2CCOCC2)=C(O)c2ccccc21
8	COCC(=O)Nc1ccc(S(=O)(=O)NCCc2ccccc2)cc1
9	COc1ccc(S(=O)(=O)N(C)CC(=O)N2CCCCC2)cc1Cl
10	COc1ccc(CN(C(=O)c2ccc(-c3ccccc3)[nH]2)C(C(=O)NCC2CCCO2)c2ccc(C)o2)cc1 (stereo not drawn)
Assay by compound	1	2	3	4	5	6	7	8	9	10
CYP2C9 act	1.2	0.9	0.9	0.9	1	0.7	0.9	0.3	1.7	0.5
PTPN22 inh 2	0	-5	6	-3	-11	-5	4	3	-10	7
PLK1 kinase inh	-1	-16	-13	-5	1	-8	-2	-11	-14	3
EphB4 antag	6	-2	7	-4	-5	5	2	-4	3	-13
HIV Rev-RRE inh	1	4	9	4	2	12	7	5	-4	-3
LYP act	4	4	-8	3	11	4	-6	-3	8	-5
Calb biofilm kill	.	10	4	6	5	.	0	2	4	.
CYP2C9 inhib	-18	12	10	8	2	31	10	69*	-68	46
PLK1 PBD inh	3	3	0	10	21	-6	3	6	-33	7

Whole records from above. Screens in order: CYP2C9 act	PTPN22 inh 2	PLK1 kinase inh	EphB4 antag	HIV Rev-RRE inh	LYP act	Calb biofilm kill	CYP2C9 inhib	PLK1 PBD inh
O=C1C(C=NCCCN2CCOCC2)=C(O)c2ccccc21 is listed with 0.9	4	-2	2	7	-6	0	10	3
CCOC(=O)c1ccc(Oc2nc(NC)nc(OC)n2)cc1 is listed with 0.9	-5	-16	-2	4	4	10	12	3
Cc1cc(C(=O)Nc2ccon2)cs1 is listed with 0.7	-5	-8	5	12	4	.	31	-6
Cc1cccc(-n2c(CCN3C(=O)c4ccccc4C3=O)nc3ccccc3c2=O)n1 is listed with 0.9	6	-13	7	9	-8	4	10	0
COCC(=O)Nc1ccc(S(=O)(=O)NCCc2ccccc2)cc1 is listed with 0.3	3	-11	-4	5	-3	2	69*	6

Next results.
11	O=C(COC(=O)c1ccc(S(=O)(=O)NCc2ccco2)cc1)NC1CCCCC1
12	CCCCCn1c(=O)c(-c2nc3ccccc3c(=O)[nH]2)c(O)c2ccccc21
13	Fc1cccc2sc(N3CCCCC3)nc12
14	CC1=C(Sc2nc3ccccc3[nH]2)C(=O)NC(C)(C)C1
15	CCC(C)NC(=O)c1cc2cc3ccc(OC)cc3nc2s1 (stereo not drawn)
16	C/C(=N/NC(=O)c1cn(-c2cccc(C)n2)cn1)c1ccc(C)cc1
17	O=C(c1cnc2n(c1=O)CCS2)N(c1ccccc1)C1CCCCC1
18	Fc1ccc(-c2cc3nc(-c4ccccc4)cc(N4CCOCC4)n3n2)cc1
19	CC1(C)NC(=O)N(CC(O)Cn2nnc3ccccc32)C1=O (stereo not drawn)
20	Cc1c(C(=O)NCc2ccc(F)cc2)c(-c2ccccc2)nn1-c1ccccc1
Assay by compound	11	12	13	14	15	16	17	18	19	20
CYP2C9 act	0.7	0.8	0.9	1	0.2	1	1.2	0.8	0.7	0.6
PTPN22 inh 2	-1	1	-10	10	2	21	6	9	-13	-3
PLK1 kinase inh	-14	-15	-5	-16	-6	-14	-16	-17	-4	-7
EphB4 antag	2	1	3	1	4	0	2	-3	-2	-2
HIV Rev-RRE inh	0	10	7	6	-2	10	-2	10	4	5
LYP act	0	-4	7	-7	-2	-16	-8	-6	10	1
Calb biofilm kill	.	-1	0	-2	0	.	-1	4	.	.
CYP2C9 inhib	31	18	8	-1	84*	5	-22	17	33	38
PLK1 PBD inh	-3	-10	-6	1	26	-15	-24	-10	4	7

21	OC(CNCc1ccc(F)cc1)(c1ccccc1)c1ccc(F)cc1 (stereo not drawn)
22	CC1=C(C(=O)Nc2cccnc2)C(c2ccncc2)n2nnnc2N1 (stereo not drawn)
23	Cc1ccc(N2C(N)=C(C#N)C(c3cccnc3)C3=C2CC(C)(C)CC3=O)cc1 (stereo not drawn)
24	O=C(/C=C/c1cc2c(cc1Br)OCO2)NCc1ccc(F)cc1
25	N#CCC1c2ccccc2CCN1C(=O)Nc1cccc(Cl)c1 (stereo not drawn)
26	Cn1c(=O)[nH]c(=O)c2c1nc(N(CCO)Cc1ccccc1)n2CCCc1ccccc1
27	c1ccc(CN2CN=C(Nc3nc4ccccc4s3)NC2)cc1
28	Cn1ncc(Br)c1C(=O)Nc1ccc(F)cc1F
29	CCc1ccc(C(=O)CSc2n[nH]c(-c3ccncc3)n2)cc1
30	COc1ccc(Cl)cc1N(CC(=O)Nc1ccccc1SC)S(C)(=O)=O
Assay by compound	21	22	23	24	25	26	27	28	29	30
CYP2C9 act	0.8	.	0.5	1.1	0.6	0.3	0.9	.	0	0.1
PTPN22 inh 2	0	8	1	-2	6	-5	8	-29	-3	-2
PLK1 kinase inh	-7	-16	-7	-2	-4	15	-10	-1	6	-12
EphB4 antag	4	-2	8	-13	-7	-6	2	-7	-3	6
HIV Rev-RRE inh	4	6	3	6	2	0	9	5	7	11
LYP act	3	-7	-2	8	0	4	-8	25	6	2
Calb biofilm kill	.	6	4	.	.	6	4	5	6	1
CYP2C9 inhib	16	.	52*	-14	42	65*	12	.	97*	86*
PLK1 PBD inh	-1	16	3	-21	17	27	-28	36	-18	-17

Random excerpt: 2 entries already listed, in no set order.
30	COc1ccc(Cl)cc1N(CC(=O)Nc1ccccc1SC)S(C)(=O)=O
29	CCc1ccc(C(=O)CSc2n[nH]c(-c3ccncc3)n2)cc1
Assay by compound	30	29
CYP2C9 act	0.1	0
PTPN22 inh 2	-2	-3
PLK1 kinase inh	-12	6
EphB4 antag	6	-3
HIV Rev-RRE inh	11	7
LYP act	2	6
Calb biofilm kill	1	6
CYP2C9 inhib	86*	97*
PLK1 PBD inh	-17	-18

(next part)
31	CSc1nc2ccccc2n1C(=O)NC1CCCCC1
32	COC(=O)c1ccccc1NC(=O)CSc1nnc(-c2ccc(OC)cc2)n1C
33	O=C(Cn1cnc2ccccc2c1=O)OCCCCN1C(=O)c2ccccc2C1=O
34	O=C(O)c1cccc(S(=O)(=O)NCC2CCCO2)c1 (stereo not drawn)
35	O=C1CN(S(=O)(=O)c2ccc(F)cc2)CC(=O)N1CCc1ccccc1
36	CSc1ccc(S(=O)(=O)NCCSC(C)(C)C)cc1
37	COC(=O)c1cccc(-n2nnnc2SCC(=O)Nc2nc3c(s2)CCCC3)c1
38	COC(=O)C1CCN(C(=O)/C=C/c2ccc(OC)cc2)CC1
39	COc1ccc(NC(=O)c2ocnc2C)cc1OC
40	COc1cc(C(=O)Oc2ccccc2/C=N/NC(=O)c2ccc(Cl)cc2Cl)cc(OC)c1OC
Assay by compound	31	32	33	34	35	36	37	38	39	40
CYP2C9 act	0.9	.	0.7	1.2	0.6	1	0.7	0.8	1.1	0
PTPN22 inh 2	2	5	4	-4	-9	-4	-2	-5	-13	-1
PLK1 kinase inh	-5	-15	-4	-12	-12	-7	-13	-5	-14	-7
EphB4 antag	-8	8	-10	5	-1	5	6	-1	-7	8
HIV Rev-RRE inh	2	13	-5	1	3	18	17	8	1	-3
LYP act	-3	-6	-4	3	8	2	0	5	10	-2
Calb biofilm kill	10	.	10	8	4	1	9	-3	6	.
CYP2C9 inhib	10	.	35	-19	39	5	29	16	-9	97*
PLK1 PBD inh	3	-5	-27	-19	29	6	5	7	12	-19

41	Brc1ccccc1-c1nc(-c2ccccc2)no1
42	CCn1c(=O)cc(SCC(=O)N2CCN(C3CCCCC3)CC2)c2ccccc21
43	CCOC(=O)C1=C(CC)Nc2ccccc2N=C1NC(=O)c1cccc(S(=O)(=O)N2CCCC2)c1
44	CN1CCc2c(sc3c2C(=O)NC(c2ccccn2)N3)C1 (stereo not drawn)
45	COc1ccc(-n2nc3c(c2NC(=O)C24CC5CC(CC(C5)C2)C4)CS(=O)C3)cc1 (stereo not drawn)
46	Cc1nnc(SCCn2c(N3CCCCCC3)nc3c2c(=O)[nH]c(=O)n3C)s1
47	CN(C)/C=N/c1ncnc2c1cnn2-c1ccc(C(F)(F)F)cn1
48	Cn1c(SCC(=O)N2CCOCC2)nc2sc3c(c2c1=O)CCCC3
49	Nc1nnc(SCc2cccnc2)s1
50	CCc1c(C(=O)c2ccc(Cl)cc2)oc2c(C)c3oc(=O)cc(C)c3cc12
Assay by compound	41	42	43	44	45	46	47	48	49	50
CYP2C9 act	1	2.4*	0.1	1.1	2.4*	0.6	.	0.1	1.1	0.7
PTPN22 inh 2	-4	-4	18	7	3	10	0	6	-8	8
PLK1 kinase inh	-10	-14	1	0	-12	-7	-1	-90	-11	-8
EphB4 antag	-3	-11	-2	2	-8	3	-4	8	4	4
HIV Rev-RRE inh	9	13	13	43*	3	7	-2	9	7	8
LYP act	2	3	-18	-5	-4	-10	4	-5	4	-5
Calb biofilm kill	.	2	0	5	13	.	3	-3	1	.
CYP2C9 inhib	0	-143	90*	-6	-144	45	.	88*	-13	34
PLK1 PBD inh	-4	-8	-17	-8	-18	20	3	20	-7	3

51	COc1ccccc1NC(=O)c1cc(S(=O)(=O)N2CCC3(CC2)OCCO3)ccc1F
52	CCNc1nc(NC(C)C)nc(Oc2ccc(OCCOc3ccc(C)cc3)nn2)n1
53	CC(C)OC(=O)c1ccc(N2C(=O)C3CC=CCC3C2=O)cc1 (stereo not drawn)
54	CCC1Sc2ccccc2N(CC(=O)NC2CCCC2)C1=O (stereo not drawn)
55	CCCC(=O)OC1CC(C)N(C(=O)c2ccccc2)c2ccc(C)cc21 (stereo not drawn)
56	CCOC(=O)Cn1c(=O)oc2cc(S(=O)(=O)Nc3ccc(N(CC)CC)cc3C)ccc21
57	O=c1[nH]c2cc(Cl)cc(Cl)c2[nH]c1=O
58	CCOC(=O)CSc1nc(N)c(C#N)c(CC(C)C)c1C#N
59	Cc1ccc(-n2c(C)cc(C)c(C#N)c2=O)cc1
60	N#Cc1cc(-c2ccccc2)c[nH]c1=O
61	COc1ccc(-c2cc(-c3ccc(OC)cc3)nc(-c3ccc4c(c3)NC(=O)CO4)c2)cc1
Assay by compound	51	52	53	54	55	56	57	58	59	60	61
CYP2C9 act	0.8	0.7	1.1	.	.	0.4	0.9	0.7	0.8	0.9	0.9
PTPN22 inh 2	-4	5	-2	0	0	2	-6	0	-20	2	-1
PLK1 kinase inh	-9	-9	-5	-8	-4	-8	-3	-13	-7	-10	-16
EphB4 antag	1	0	-5	-2	7	-2	1	7	-6	-8	1
HIV Rev-RRE inh	8	-3	-3	0	5	11	6	14	3	5	2
LYP act	2	-5	5	-4	1	-2	4	-3	17	0	-2
Calb biofilm kill	4	7	8	6	3	6	7	10	9	.	.
CYP2C9 inhib	24	28	-10	.	.	61*	8	28	19	11	11
PLK1 PBD inh	-16	-8	23	-5	-19	18	-18	-33	1	7	6
